POLB inh: blocks human DNA polymerase beta activity; P06746; Pol beta primer extension/strand displacement, fluorescence kinetic; Potency, µM (doses to about 114 µM), for the others: at the top dose activity change, negative = inhibition, usual class: inhibitors; 340,000 tested, 1.3% active; AID 485314; further: potency means the concentration at half of the fitted maximal effect; on the % scale 0 is the no-effect control and ±100 the full control effect
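Homogeneous kinetic assay of primer extension and strand displacement by 10 nM Pol beta, preincubated 15 min at room temperature with compound before 50 nM substrate (final) was added. Read at 0 and 10 min; four-parameter Hill fit.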
TRHR ag: activates the human TRH receptor; activation, % at 2 µM; 360,000 tested, 0.18% active; TRHR cells, calcium flux fluo-8, FDSS agonist mode; in the data active means activation above about 30%; further: 0% is about no effect
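Read-out: compound-evoked intracellular calcium rise in TRHR cells, fluo-8 dye, kinetic FDSS fluorescence at 1 s/cycle following a 10-cycle baseline. Cells cultured overnight before dye loading (30 min–1.5 h, RT).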
Apoferritin bind: candidate novel general anesthetic via apoferritin binding; P02791; apoferritin/1-aminoanthracene competitive binding, fluorescence; Potency, µM (doses to about 77.5 µM), for inactives: at the highest dose activity change, negative = displacement, usual class: inhibitors; 350,000 tested, 0.074% active; further: potency means the concentration at half of the fitted maximal effect; on the % scale 0 is the no-effect control and ±100 the full control effect; nearly all actives have a fitted effect of over 20% in size
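Apoferritin-based anesthetic binding model; compound displacement of fluorescent 1-AMA measured as endpoint fluorescence after 10 minutes at room temperature, scaled to free-ligand and complex controls.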
Pol iota inh: inhibitors of human DNA polymerase iota; Potency, µM (doses to about 115 µM), for the others: at the top dose activity, negative = inhibition, most hits filed as inhibitors; Pol iota fluorescent replication assay, 10 min; Q9UNA4; AID 588590; 390,000 tested, 1% active; further: potency means the concentration at half of the fitted maximal effect
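Pol iota at 10 nM preincubated 15 min with compounds at room temperature; reaction started with fluorescent substrate, 50 nM final. Fluorescence read kinetically at 0 and 10 min; buffer-only wells as negative control.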
ERG-DNA inh: blocks human ERG Ets domain binding to DNA; P11308; fluorescence polarization, His-ERG Ets domain / labelled DNA; Potency, µM (doses to about 76.9 µM), for the others: at the highest dose FP activity, negative = inhibition, usual class: inhibitors; 370,000 tested, 0.028% active; AID 624246; active means well fitted inhibition curve with a large enough effect in the polarisation, with a control signal flat; inconclusive means small, poorly fitted or top-dose-only effect, or effect the other way, or a change in a side signal; inactive means no such curve, though single readings can be large or run the other way; the % refers to the polarisation;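 further: polarization taken with two DNA probes labelled with fluorescein and Texas red; potency means the concentration at half of the fitted maximal effect; % of control where 0% means no effect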
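His-tagged ERG Ets domain (1 uM in the protein solution; 300mM KCl, 50mM Tris-HCl, 1mM EDTA, 1mM DTT, pH 7.5) received compound, then a probe mix of 5 nM fluorescein-DNA and 100nM Texas-615-DNA. Fluorescence polarization was read for both dyes.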
Pol kappa inh: DNA polymerase kappa (human) inhibition; 400,000 tested, 0.53% active; Potency, µM (doses to about 107 µM), for inactives: at the top dose activity, negative = inhibition, usual class: inhibitors; AID 588579; Q9UBT6; purified Pol kappa, fluorescent DNA synthesis assay, 10 min; further: potency means the concentration at half of the fitted maximal effect; on the % scale 0 is the no-effect control and ±100 the full control effect
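Activity was followed as the change in fluorescence between reads at 0 and 10 min after starting the reaction with 50 nM substrate. Beforehand, 10 nM polymerase had been preincubated with compound for 15 min at room temperature.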
ALOX12 inh: inhibitors of human 12S-lipoxygenase ALOX12; Potency, µM (top dose mostly 108 µM), without a hit: top-dose activity change, negative = inhibition, usual class: inhibitors; purified 12hLO, xylenol orange hydroperoxide absorbance; P18054; AID 1671190; 580,000 tested, 1.1% active; further: potency means the concentration at half of the fitted maximal effect; on the % scale 0 is the no-effect control and ±100 the full control effect
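Purified human 12hLO at 150 nM in 25 mM Hepes, 0.01% Triton X-100, pH 7.0, preincubated 15 min at room temperature with compound. Reaction started with 40 uM arachidonic acid, 30 min at room temperature. Hydroperoxide measured by Fe-xylenol orange, 573/405 nm absorbance ratio.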
APE1 inh: APE1 (human) endonuclease inhibition; recombinant APE1, TAMRA/BHQ-2 abasic DNA cleavage fluorescence; P27695; 350,000 tested, 0.35% active; Potency, µM (series often up to 65.8 µM), inactives show top-dose activity change, negative = inhibition, hits mostly inhibitors;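 further: potency means the concentration at half of the fitted maximal effect; plate controls were vehicle for no effect and reference inhibitor for full effect; nearly all actives have a fitted effect of over 55% in size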
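Readout is kinetic fluorescence (ex 525, em 598 nm) from cleavage of 50 nM TAMRA/BHQ-2 THF abasic duplex by 0.75 nM APE1, compound added 15 min beforehand at RT.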
BLM inh: Bloom syndrome helicase (human) inhibition; recombinant BLM DNA unwinding, fluorescence dequenching; Potency, µM (top dose mostly 56.1 µM), without a hit: at the highest dose activity change, negative = inhibition, actives largely listed as inhibitors; 350,000 tested, 0.2% active;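 further: potency means the concentration at half of the fitted maximal effect; plate controls were vehicle for no effect and no enzyme for full effect; nearly all actives have a fitted effect of over 35% in size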
Target sequence (P54132 whole entry, looked up): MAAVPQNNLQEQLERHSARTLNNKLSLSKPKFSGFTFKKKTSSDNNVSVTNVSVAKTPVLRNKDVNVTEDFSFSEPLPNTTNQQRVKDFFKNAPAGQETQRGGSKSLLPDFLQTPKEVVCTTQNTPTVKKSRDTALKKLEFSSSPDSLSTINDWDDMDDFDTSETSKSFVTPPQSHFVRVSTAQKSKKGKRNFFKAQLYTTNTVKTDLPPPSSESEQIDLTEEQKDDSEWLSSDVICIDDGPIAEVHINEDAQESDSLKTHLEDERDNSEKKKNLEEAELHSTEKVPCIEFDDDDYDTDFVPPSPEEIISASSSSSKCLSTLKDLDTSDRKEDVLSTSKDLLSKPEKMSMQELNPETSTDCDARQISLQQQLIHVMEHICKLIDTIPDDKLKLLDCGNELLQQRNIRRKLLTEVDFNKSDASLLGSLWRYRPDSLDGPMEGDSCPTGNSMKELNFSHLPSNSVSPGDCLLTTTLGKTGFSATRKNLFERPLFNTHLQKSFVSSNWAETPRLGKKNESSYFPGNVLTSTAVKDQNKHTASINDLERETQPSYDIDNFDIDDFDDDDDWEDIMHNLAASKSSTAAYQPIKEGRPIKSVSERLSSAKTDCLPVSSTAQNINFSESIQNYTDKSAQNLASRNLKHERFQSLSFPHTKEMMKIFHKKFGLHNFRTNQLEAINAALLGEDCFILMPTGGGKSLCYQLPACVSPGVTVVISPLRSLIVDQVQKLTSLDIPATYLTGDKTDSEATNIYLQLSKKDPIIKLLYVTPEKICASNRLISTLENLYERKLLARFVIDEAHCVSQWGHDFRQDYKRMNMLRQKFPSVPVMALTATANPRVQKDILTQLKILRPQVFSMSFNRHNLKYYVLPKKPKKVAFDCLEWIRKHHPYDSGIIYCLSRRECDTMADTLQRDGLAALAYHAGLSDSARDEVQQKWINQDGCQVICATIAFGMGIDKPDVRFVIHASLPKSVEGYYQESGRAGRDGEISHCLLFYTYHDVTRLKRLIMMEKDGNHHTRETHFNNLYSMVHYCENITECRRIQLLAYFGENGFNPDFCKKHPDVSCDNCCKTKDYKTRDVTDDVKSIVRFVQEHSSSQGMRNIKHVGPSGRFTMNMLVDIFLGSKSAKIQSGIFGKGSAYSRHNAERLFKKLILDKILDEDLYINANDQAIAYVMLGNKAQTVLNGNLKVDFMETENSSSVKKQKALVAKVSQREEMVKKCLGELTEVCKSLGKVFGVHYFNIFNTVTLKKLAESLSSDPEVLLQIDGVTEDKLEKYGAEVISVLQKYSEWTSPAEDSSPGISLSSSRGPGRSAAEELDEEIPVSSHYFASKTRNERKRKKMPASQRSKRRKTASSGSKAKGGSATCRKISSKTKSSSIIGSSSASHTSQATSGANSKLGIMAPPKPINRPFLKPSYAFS
Numbers without * were called inactive; ? = inconclusive; · = no result given; & = joins results of further samples; [ ] = another dose, or the depositor's remark. Unless noted, the call rests on the fitted dose curve; in most records, active means well fitted curve in the direction sought with a large enough effect; inconclusive means small, poorly fitted or top-dose-only effect, or another doubt; inactive means no such curve, though single readings can be large; an effect the other way counts as inactive or inconclusive.

POLB inh | TRHR ag | Apoferritin bind | Pol iota inh | ERG-DNA inh | Pol kappa inh | ALOX12 inh | APE1 inh | BLM inh | smiles
41.7% | -0.2 | -6.8% | -24.8% | -4.0% | 0.4% | 24.8% | 13.6% | -1.9% | CCOc1ccccc1NC(=O)C1CCN(S(=O)(=O)c2c(C)nn(C)c2C)CC1
0.6% | -1.0 | 10.5% | 18.3% | 1.4% | -13.4% | 14.7% | 0.0% | -3.9% | COc1ccc2nc(SCCC(=O)O)cc(C)c2c1
-1.0% | 0.1 | -5.9% | 11.9% | 3.6% | -3.4% | ? | 33.2% | 0.2% | CCOc1ccccc1NC(=O)CCS(=O)(=O)c1ccc2c(c1)CC(C)N2C(C)=O (stereo not given)
· | · | · | 36.4%[activator] | -8.3% | 14.7% | ? | · | · | CC(C)C[C@@H](CN1CCC[C@@H]1CN1C(=O)C(=O)NC[C@@H]1Cc1ccccc1)N1C[C@H](Cc2ccc(O)cc2)N(CCc2ccccc2)C(=O)C1=O
-19.2% | -0.7 | ? | 9.3% | -4.3% | -0.3% | -4.3% | · | -9.2% | COc1ccccc1Oc1nc2c(c(=O)n(C)c(=O)n2C)n1Cc1cccc(Br)c1
18.2% | 0.3 | 3.3% | -13.2% | -3.5% | -14.4% | 5.4% | · | -1.0% | Cc1cc(C)cc(OCc2ccc(C(=O)Nc3ccccc3F)o2)c1
-14.3% | 0.8 | -10.3% | 9.9% | -2.9% | -15.9% | -10.0% | · | -1.0% | COc1cc(Nc2nc3c(S(=O)(=O)c4ccccc4)nnn3c3ccc(Cl)cc23)cc(OC)c1
7.7% | 0.8 | -10.3% | 7.7% | 2.0% | -0.7% | 3.0% | 4.1% | 1.3% | COc1ccccc1-c1nnc(SCC(=O)Nc2ccc(S(N)(=O)=O)cc2)n1C
28.9% | 0.2 | 4.4% | 121.5%[activator] | -7.7% | 0.0% | -1.4% | -1.3% | -11.8% | O=C(Nc1nc(-c2ccccc2)cs1)Nc1ccc(F)cc1F
4.5% | 0.6 | 4.4% | 39.7%[activator] | 3.3% | -13.3% | -1.9% | 1.6% | -2.2% | NC(=S)N/N=C/c1c(O)c(Br)cc2oc3c(c12)CCCC3
· | · | · | 15.2% | -3.8% | 2.5% | 13.8% | · | · | CCCN(CC(=O)Nc1ccccc1C)C(=O)c1cnc(C)cn1
12.3% | -2.1 | -17.2% | -19.4% | 0.0% | -1.6% | -15.1% | · | -6.0% | Cc1ccc(Cl)cc1N1CCN(C(=O)c2ccc3c(c2)N(Cc2ccc(F)cc2)CCS3)CC1
21.1% | 0.4 | -17.3% | 15.0% | · | -2.7%[60.1 µM] | -19.5% | 1.2% | -4.0% | COc1ccc(C2NC(=O)NC(O)(C(F)(F)F)C2C(=O)c2ccc(C)cc2)cc1 (stereo not given)
16.9% | 1.3 | -3.2% | 6.8% | -5.4% | -15.5% | ? | 0.0% | -5.1% | O=C(Nc1ccc(Br)cc1)c1ccc(N2C(=O)C3CCCCC3C2=O)cc1 (stereo not given)
-8.0% | 0.8 | 9.8% | -3.4% | -2.8% | -7.3% | · | 1.3% | 3.6% | COC(=O)CNC(c1ccccc1)c1cc(Br)ccc1NC(=O)CNC(=O)OCc1ccccc1 (stereo not given)
· | · | · | 2.0% | -0.1% | -5.6% | -22.0% | -6.3% | · | COc1ccc2oc(C(=O)NC(C)c3ccccn3)c(C)c2c1 (stereo not given)
1.6% | 0.2 | -16.4% | -25.3% | -2.9% | -24.6% | -5.4% | 0.3% | -5.7% | O=C(NCC1OCCCN1S(=O)(=O)c1cc(F)ccc1F)C(=O)NC1CCCCCC1 (stereo not given)
22.3% | -0.7 | -17.1% | -21.8% | · | -7.4% | -7.7% | 2.2% | -2.1% | COc1cccc(-n2c(COc3ccc(C)cc3)nnc2SCC(N)=O)c1
1.2% | -1.7 | 3.5% | 8.8% | -2.8% | -9.2% | 0.9% | -5.3% | -8.6% | COc1ccc(CN(C(=O)c2ccco2)c2ccc(C)c(C)c2)cc1
1.1% | 0.3 | ? | 13.1% | 1.9% | -0.5% | 2.2% | -3.5% | -1.1% | CCC(CC)c1nnc(NC(=O)c2c(-c3ccccc3)noc2C)s1
? | 0.5 | -8.6% | ? | 1.7% | ? | ? | 27.6% | 0.1% | Cc1ccc(NC(=O)N/C=C/c2ccco2)c(C)c1
44.9% | 0.1 | -7.1% | 35.2%[activator] | -8.0% | -10.1% | 0.6% | -4.3% | -1.5% | CCn1c(CNC(=O)c2ccco2)nnc1SCCOc1ccccc1
· | · | · | 2.2% | -12.0% | -10.1% | 18.6% | -4.0% | · | CCN(c1ccccc1)S(=O)(=O)c1ccc(N2CCN(c3ccc(OC)cc3)CC2)nc1
? | 0.4 | -6.7% | -19.2% | -8.2% | -2.0% | -4.3% | 15.4% | -11.1% | NC(=O)Cn1c(O)c(N=NC(=O)CNC(=O)/C=C/c2ccccc2)c2ccccc21
3.0% | -0.3 | -13.8% | ? | 1.2% | -4.3% | 0.0% | ? | -5.8% | O=C(COC(=O)CCC(=O)c1ccc(F)cc1)Nc1ccc(N2CCOCC2)cc1
-2.2% | 0.3 | -12.2% | 36.8%[activator] | 8.3% | -17.7% | -4.5% | -10.7% | -4.9% | CC(=O)c1ccc(N2CCN(S(=O)(=O)c3cccc4nsnc34)CC2)cc1
-16.2% | 0.9 | -3.3% | 28.0% | 7.1% | 8.1% | 10.9% | 2.3% | 2.1% | Cn1nccc1NC(=O)CC1(CC(=O)O)CCCCC1
-0.1% | 2.2 | -5.0% | 2.2% | -9.7% | -4.8% | -18.9% | 10.4% | 0.6% | O=C(CN1CCCC1)N1c2ccccc2Sc2ccc(Cl)cc21
-13.2% | 0.0 | -5.0% | 78.8%[activator] | -0.6% | 2.1% | -7.6% | -5.2% | -4.4% | CC1(C)CC(NCCN2CCN(C3=CC(=C(C#N)C#N)CC(C)(C)C3)CC2)=CC(=C(C#N)C#N)C1
· | 0.0 | · | 16.5% | · | -3.2% | -11.6% | 3.1%&1.7% | · | O=S(=O)(NCC1CCC(NS(=O)(=O)c2c(F)cccc2F)CC1)c1ccc2c(c1)OCCO2 (stereo not given)
13.4% | 0.3 | -3.9% | 35.8%[activator] | -2.8% | -2.4% | 16.6% | 37.8% | 0.7% | Cc1cc(NS(=O)(=O)c2ccc(NC(=O)Nc3cccc(C(F)(F)F)c3)cc2)no1
-28.4% | 0.9 | -7.8% | ? | -6.5% | -4.2% | -5.9%[57.4 µM] | -3.8% | 1.7% | Cc1cccc(Cn2c(=O)n(-c3ccc(CC(=O)NCc4ccco4)cc3)c(=O)c3sccc32)c1
· | · | -3.1% | · | · | -13.9%[60.1 µM] | · | 8.6% | -12.9% | CN(C)C1C(=O)C(C(N)=O)=C(O)[C@@]2(O)C(=O)C3=C(O)c4c(O)ccc(Cl)c4C(O)[C@H]3C[C@@H]12 (stereo not given in full)
-6.8% | -0.1 | -5.9% | 27.5% | 4.4% | -4.9% | -15.3% | 2.1% | 1.2% | CN(C)c1nc(N2CCN(c3ccccc3)CC2)c(C#N)c(=O)o1
-1.2% | 0.6 | -20.4% | 31.6% | -12.2% | -22.8% | ? | -9.1% | -15.2% | FC(F)Oc1ccc(NC(=S)NC23CC4CC(CC(C4)C2)C3)cc1
4.3% | 0.4 | 3.7% | 8.0% | 1.2% | -8.8%[60.1 µM] | -26.8% | · | -4.7% | CCNC(=O)c1ccc2c(c1)nc1n2CCCCC1
20.4% | -0.2 | -3.5% | 9.9% | -7.1% | -16.2% | -23.5% | -2.0% | 3.9% | CN(C(=O)COC(=O)c1cc(-c2ccccc2Cl)nc2ccccc12)C1CCS(=O)(=O)C1 (stereo not given)
3.3% | 0.2 | -16.5% | 11.9% | -6.4% | -9.5% | 6.3% | -1.2% | 1.4% | CN1C(=O)CS(=O)c2ccc(C(=O)NC3CC3)cc21 (stereo not given)
-10.8% | -1.0 | -18.1% | 9.2% | 0.8% | 2.4% | ? | · | -7.6% | CCCOc1cccc(C2c3c(oc4ccccc4c3=O)C(=O)N2c2nncs2)c1 (stereo not given)
5.0% | -0.4 | -10.5% | 27.7% | -0.1% | -0.1%[60.1 µM] | -1.7% | · | -0.2% | CC(=O)N1CCCc2cc(S(=O)(=O)N3CCC(C(=O)NCc4ccc(C)cc4)CC3)ccc21
? | 0.4 | -5.3% | ? | -0.6% | ? | 0.0% | ? | -1.4% | Cc1ccc(S(=O)(=O)Nc2ccccc2-c2ccccc2NS(=O)(=O)c2ccc(C)cc2)cc1
65.6% | 0.0 | 0.1% | 9.6% | 12.8% | 7.8% | -2.1% | -7.5% | 1.5% | COc1ccc(S(=O)(=O)N2CCC(C(=O)N[C@@H](C)C(=O)NC3CC3)CC2)cc1
· | · | · | 102.7%[activator] | 4.3% | -9.3% | -1.2% | · | · | Cn1ncc2c(N)nc(NCCO)nc21
-12.1% | 0.1 | -8.8% | -5.6% | -2.3% | -3.7% | -14.6% | 6.0% | 2.1% | CN=C(Nc1cccc(OC)c1)SC1CC(=O)N(c2ccc(C(=O)O)cc2)C1=O (stereo not given)
· | · | · | 7.8% | -14.8% | -3.6% | -16.1% | · | · | COC(OC)C1(CCc2ccccc2)NC(=O)NC1=O (stereo not given)
1.2% | -1.6 | -2.1% | ? | -7.3% | -41.1% | 12.8% | 0.6% | 4.1% | O=C(c1ccccc1C(=O)N(c1ccccc1)c1ccccc1)N1CCCCC1

Full records as entered above.
Cn1ncc2c(N)nc(NCCO)nc21 reads POLB inh: ·; TRHR ag: ·; Apoferritin bind: ·; Pol iota inh: 102.7%[activator]; ERG-DNA inh: 4.3%; Pol kappa inh: -9.3%; ALOX12 inh: -1.2%; APE1 inh: ·; BLM inh: ·
O=C(c1ccccc1C(=O)N(c1ccccc1)c1ccccc1)N1CCCCC1 reads POLB inh: 1.2%; TRHR ag: -1.6; Apoferritin bind: -2.1%; Pol iota inh: ?; ERG-DNA inh: -7.3%; Pol kappa inh: -41.1%; ALOX12 inh: 12.8%; APE1 inh: 0.6%; BLM inh: 4.1%

Compound activity as filed in PubChem BioAssay.

A portion of the library, so the mix of outcomes need not match the whole.
